# Screening data: PubChem BioAssay, several laboratories
# Efflux pump mplx = inhibitors of Candida efflux pumps in yeast, primary screen, S. cerevisiae, Nile Red, multiplex; inhibition, % at 10 µM; S. cerevisiae Candida pump triplex; 330,000 compounds, 0.44% hits; AID 485275, 2010;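 active = plate passing quality check with inhibition over a set limit, or well fluorescence over plate mean plus 4 SD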;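 also: Nile Red retained in pooled yeast measured as flow cytometry median fluorescence; 0% = buffer negative control and 100% = Enniatin B positive control; higher means more Nile Red kept so more efflux inhibition; some compounds called inactive have numbers as strong as hits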
# GLD-1 RNA inh = GLD-1/TGE RNA complex disruptors, primary screen, biochemical, fluorescence polarization. purified GLD-1 + fluorescein TGE RNA. inhibition, % at 5.96 µM. Female germline-specific tumor suppressor gld-1 (Caenorhabditis elegans), Q17339. AID 2280, 2010. 320,000 compounds, 0.44% hits;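 active = percent inhibition above a per-plate cutoff, the plate mean of test compounds plus 3 SD, cut at about 30% in these data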;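 also: 0% = DMSO wells with GLD-1 and probe and 100% = wells lacking GLD-1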
# PME-1 inh = PME-1 inhibitors via competitive probe labeling, primary screen, biochemical, fluorescence polarization, FP-Rh probe, HTS | 320,000 compounds, 0.53% hits | AID 2130, 2009 | recombinant PME-1 | Protein phosphatase methylesterase 1 (Homo sapiens), Q9Y570 | inhibition, % at 5.9 µM;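 active = inhibition above the campaign mean of all compounds plus 3 SD, cut at about 26% in these data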;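 also: competitive labeling of PME-1 active site by serine hydrolase directed probe; 0% = PME-1 with DMSO and 100% = wells lacking PME-1 enzyme; inhibitors block probe labeling so polarization falls and inhibition rises; many of its hits are not listed in these tables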
# Target sequence (Q9Y570 whole entry, looked up): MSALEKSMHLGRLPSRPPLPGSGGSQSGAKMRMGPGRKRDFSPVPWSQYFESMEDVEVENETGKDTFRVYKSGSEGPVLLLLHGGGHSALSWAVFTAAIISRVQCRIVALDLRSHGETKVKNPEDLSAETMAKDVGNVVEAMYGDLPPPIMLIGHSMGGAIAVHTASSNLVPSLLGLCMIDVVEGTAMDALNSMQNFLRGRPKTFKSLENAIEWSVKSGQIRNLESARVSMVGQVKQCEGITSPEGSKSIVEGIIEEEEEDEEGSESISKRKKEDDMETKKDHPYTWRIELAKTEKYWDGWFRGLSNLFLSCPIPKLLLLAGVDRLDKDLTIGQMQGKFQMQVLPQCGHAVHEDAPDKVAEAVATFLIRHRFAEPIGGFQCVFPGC
# BCLXL inh = inhibitors of human Bcl-xL, primary screen, biochemical, fluorescence polarization, HTS | Bcl-2-like protein 1 (Homo sapiens), Q07817 | GST-Bcl-xL / FITC-Bim BH3 peptide fluorescence polarization | inhibition, % at 10.9 µM | 320,000 compounds, 0.7% hits;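 active = inhibition above the mean of all tested compounds plus 3 SD, cutoff set per campaign, cut at about 30% in these data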;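 also: 0% = DMSO wells and 100% = unlabeled Bim-BH3 peptide competitor; inhibitors lower millipolarization by displacing the labeled peptide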
# Target sequence (Q07817 whole entry, looked up): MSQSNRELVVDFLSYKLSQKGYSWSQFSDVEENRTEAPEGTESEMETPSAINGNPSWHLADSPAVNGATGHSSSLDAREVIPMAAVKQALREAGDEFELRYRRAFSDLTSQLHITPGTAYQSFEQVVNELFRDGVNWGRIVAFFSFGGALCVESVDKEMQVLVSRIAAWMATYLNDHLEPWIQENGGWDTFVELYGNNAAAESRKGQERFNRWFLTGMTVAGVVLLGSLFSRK
# GRK2 aptamer HTS = compounds blocking aptamer binding on GRK2 – biochemical, human GRK2, bead flow cytometry, HTS, primary screen. FAM-aptamer displacement from GRK2. inhibition of aptamer binding, % at 10 µM. 330,000 compounds, 0.59% hits. AID 488847, 2010;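 active = inhibition of aptamer binding above 40%, roughly 3 SD of noise, on plates passing a quality check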;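 also: median bead fluorescence of bound FAM aptamer so fluorescent compounds give negative values; no value below 0 was filed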
# MEX-5 binding = MEX-5 zinc finger RNA-binding disruptors – biochemical, C. elegans, fluorescence polarization, MLPCN library, primary screen. activity score (negative = inhibition of binding), % at 10 µM. Zinc finger protein mex-5 (Caenorhabditis elegans), Q9XUB2. MEX-5/FITC-TCR2 RNA binding; stronger effect = lower value. 300,000 compounds, 0.38% hits. AID 1832, 2009;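 active = inhibition past about -25% in most replicates, and total fluorescence under double the plate's negative control median, limit read from the data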;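 also: 0% = DMSO and -100% = 5 µM competing unlabeled TCR2 RNA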
# Fam108B inh = mouse Fam108B serine hydrolase inhibitors, primary screen, counter-screen for RBBP9 inhibitor project, biochemical, fluorescence polarization | inhibition, % at 9.51 µM | recombinant Fam108B, FP-Rh probe fluorescence polarization | 300,000 compounds, 0.33% hits | AID 1947, 2009;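 active = inhibition above the screen mean inhibition plus 3 SD, computed separately per campaign, cut at about 18% in these data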;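 also: inhibitors lower polarization as less probe binds the enzyme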
# VLA-4 inh = inhibition in human VLA-4 binding assay, primary screen, VLA-4 allosteric modulator project, MLPCN library, flow cytometry, VLA-4 expressing cells | Integrin alpha-4 (Homo sapiens), P13612 | ligand binding flow cytometry | inhibition, % (about 7 µM as worked out from the volumes in the protocol) | 330,000 compounds, 0.2% hits | AID 2557, 2010; in the data active = inhibition above about 50%
# MCL1 BIM primary = inhibitors of MCL1 binding to BIM-BH3, primary screen, biochemical, fluorescence polarization; inhibition, % at 10.9 µM; Induced myeloid leukemia cell differentiation protein Mcl-1 (Homo sapiens), Q07820; GST-MCL1 / FITC-Bim-BH3 fluorescence polarization; 320,000 compounds, 0.68% hits;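 active = inhibition above the mean inhibition of all tested compounds plus 3 SD, set per campaign, cut at about 40% in these data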;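 also: 0% = DMSO wells and 100% = unlabeled Bim-BH3 peptide control; higher means more loss of mP so more displacement of Bim peptide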
# Target sequence (Q07820 whole entry, looked up): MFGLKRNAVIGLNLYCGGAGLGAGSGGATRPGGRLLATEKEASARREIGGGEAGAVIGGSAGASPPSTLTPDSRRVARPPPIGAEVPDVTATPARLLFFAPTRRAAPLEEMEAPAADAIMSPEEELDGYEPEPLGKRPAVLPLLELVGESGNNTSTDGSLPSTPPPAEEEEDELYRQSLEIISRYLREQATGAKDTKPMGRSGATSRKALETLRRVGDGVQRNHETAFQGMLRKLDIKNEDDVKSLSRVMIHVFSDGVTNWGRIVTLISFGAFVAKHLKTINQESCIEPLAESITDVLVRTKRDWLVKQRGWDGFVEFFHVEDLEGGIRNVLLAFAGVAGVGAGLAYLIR
# * marks the source's active call; other numbers are inactive results; i = inactive; x = no result given. An excerpt; the hit share may differ from the screen's.
SMILES,Efflux pump mplx,GLD-1 RNA inh,PME-1 inh,BCLXL inh,GRK2 aptamer HTS,MEX-5 binding,Fam108B inh,VLA-4 inh,MCL1 BIM primary
CCOC(=O)C1=C(CN2CCN(C(=O)c3ccco3)CC2)NC(=O)NC1c1ccc(Cl)cc1 (stereo not given),-0.2,-1,-9,9,2,0.8,1,-5,-3
COc1ccc(CN2CC(C(=O)NCCCOC(C)C)CC2=O)cc1 (stereo not given),-0.2,0,1,5,2,1.1,-1,7,4
Nc1cc(C(=O)c2ccccc2)ccc1[N+](=O)[O-],0.0,2,-1,2,1,-0.6,-2,-6,3
Cn1c(=O)cc(C(=O)N/N=C/c2ccc(Cl)cc2)[nH]c1=O,0.2,1,1,-2,0,-2.7,4,4,6
CCOC(=O)N1CCC(N2C(=O)c3ccc(C(=O)NCc4ccco4)cc3C2=O)CC1,0.1,7,2,1,0,0.2,4,9,-3
COc1ccc(/C=C/C(=O)O)cc1COc1cccc(C)c1,0.0,5,-1,5,3,0.7,1,x,6
CC(=O)Nc1cnn(Cc2ccc(Br)cc2)c1,0.1,-3,3,1,5,-0.7,0,18,10
Cc1ccccc1COCCN1CCN(S(=O)(=O)c2ccccc2)CCC1=O,-0.2,3,7,3,2,-0.3,7,-8,5
Cc1cc(C)c(C(N)=O)c(SCC(=O)c2cc(C)n(-c3cc(C)on3)c2C)n1,0.1,5,x,x,0,x,x,13,x
Cn1c(N)c(S(=O)(=O)N2CCN(c3cccc(Cl)c3)CC2)c(=O)n(C)c1=O,0.0,5,5,4,1,-1.0,0,-31,2
COc1ccc(/C=C/C(=O)OCC(=O)NCc2cccs2)cc1OC,-0.1,5,3,-2,3,-0.5,1,5,-3
CC[C@H]1c2[nH]c3ccccc3c2C[C@H]2C(=O)N(c3ccc(F)cc3)C(=O)N21,-0.2,4,7,5,0,0.1,-1,18,3
N/C(=N\OC(=O)CCCc1ccccc1)c1ccccn1,-0.1,5,4,2,1,-0.7,1,4,10
CCOc1ccc(C2/C(=C(\O)c3ccc4c(c3)OCCO4)C(=O)C(=O)N2CCCN2CCOCC2)cc1OC (stereo not given),0.1,-1,3,-5,2,0.8,-5,7,-2
COc1ccccc1NC(=O)CSc1nc2sc3c(c2c(=O)n1-c1ccccc1)CCN(C)C3,0.1,-19,-13,-1,56*,-2.1,-5,-1,-1
CCS(=O)(=O)Nc1ccc(C2=NN(C(=O)c3ccco3)C(c3cccs3)C2)cc1 (stereo not given),-0.7,2,7,3,5,1.9,-3,-2,8
COC(=O)c1cn(-c2ccc(Cl)cc2)c(=O)c2ccccc12,0.1,-7,2,2,4,2.7,-3,16,-3
COc1ccc(OCc2cc(C(=O)NC(C)Cc3cccnc3)no2)c(Cl)c1 (stereo not given),-0.1,2,2,4,0,0.9,1,5,1
CN(c1ccc(O)cc1)c1nc(-c2cccnc2)cs1,0.2,3,0,6,0,1.5,4,16,6
CCc1cc2c(=O)c(-c3nc4ccccc4[nH]3)coc2cc1OC(=O)N1CCOCC1,-0.1,-2,2,0,0,-1.6,1,6,-2
CCCCc1ccc(NC(=O)Nc2cccnc2)cc1,2.2,5,-32,4,0,1.3,0,-16,5
O=C(O)Cn1nc(C(F)(F)F)c2c1CCCC2,-0.1,-3,-2,7,33,-0.6,-2,20,0
COc1cccc(CN2CCNC(=O)C2CC(=O)NCCn2nc(C)cc2C)c1OC (stereo not given),0.0,15,-4,18,0,-2.0,-2,-352,12
O=C(CC12CC3CC(CC(C3)C1)C2)N1CCOCC1,0.0,5,1,3,0,2.6,-1,15,-1
COc1cc2c(cc1OC)CN(C(=O)CNC(=O)c1ccc(OC(F)F)cc1)CC2,-1.5,x,x,x,0,1.1,x,-2,x
CCN(CC)CCCN1C=C2C(=O)C(C)(OC(=O)C3CCCC3)C(=O)C(c3ccccc3)=C2C=C1CCCC(=O)OC (stereo not given),0.0,5,-4,23,7,-9.7,6,17,31
Fc1ccc(OCc2nn3cnnc3s2)cc1,-0.1,1,4,-1,1,-0.5,0,-5,6
CCn1c(SCc2nc3ccccc3s2)nc2cc(S(=O)(=O)N3CCOCC3)ccc21,-0.1,-2,6,-13,4,3.2,-3,-7,-17
COc1ccc(C(=O)NCC(c2ccco2)N2CCCC2)cc1S(=O)(=O)N1CCCCC1C (stereo not given),0.8,-6,-4,1,0,x,x,9,-1
Cc1ccc(NS(=O)(=O)c2ccc(N3C(=O)CCC3=O)cc2)cc1,-0.1,6,1,1,2,1.0,0,25,-3
CCN1CCN(c2ccc(NC(=O)c3cc(OC)c(OC)c(OC)c3)cc2)CC1,-0.1,0,-3,2,0,-0.5,1,-6,0
COc1ccc(OC)c(NC(=O)CN2c3cccc4cccc(c34)S2(=O)=O)c1,0.1,7,x,x,2,x,x,16,x
CCOC(=O)c1ccc(NC(=O)CSc2nnc(CC)o2)cc1,0.0,-3,-1,3,0,1.7,2,7,8
COc1ccc(-c2cc(C(=O)Nc3cccnc3Cl)no2)cc1,-0.4,2,-2,6,3,-1.4,-2,6,1
O=C(NCc1ccco1)c1ccc(OCC2CCCO2)cc1 (stereo not given),0.1,5,0,-4,0,-1.7,-8,5,-6
Cc1cc(C)n(CC(O)COc2ccc(C(C)(C)C)cc2)n1 (stereo not given),0.2,6,-5,12,1,-0.8,-1,20,5
O=C(Nc1ccc2oc(-c3cccnc3)nc2c1)c1cccnc1,-0.1,6,-5,8,1,-0.6,-1,-8,5
Cc1nn(-c2ccc(Cl)cc2)c2[nH]c(CCl)cc(=O)c12,0.2,-1,-6,0,0,0.2,-6,-7,-6
Cc1ccc(S(=O)(=O)N2C(=O)CCC2C(=O)O/N=C(\N)c2ccc([N+](=O)[O-])cc2)cc1 (stereo not given),-0.3,-4,-3,8,7,0.7,-1,1,5
Cc1cc(C)cc(N(C(=O)CNC(=O)c2ccco2)C(C(=O)NC2CCCC2)c2cccnc2)c1 (stereo not given),-0.1,3,1,3,0,1.8,0,2,-4
CC[n+]1c(C)sc2cc(C)ccc21,0.1,0,2,7,3,-1.6,1,4,5
CCN(c1ccc(F)cc1)S(=O)(=O)c1ccc2[nH]cc(C(=O)NCCCN3CCOCC3)c(=O)c2c1,0.0,4,-5,6,0,0.8,0,11,1
Cn1c(N)c(C(=O)COC(=O)COc2ccc(Cl)cc2Cl)c(=O)n(C)c1=O,-0.1,4,x,x,4,x,x,6,x
Cc1cccc(OCC(=O)OCC(=O)NCC2CCCO2)c1C (stereo not given),0.1,2,-3,4,0,x,x,11,3
O=C1Nc2c(c(=O)[nH]c(=O)n2-c2ccccc2F)C(C(F)(F)F)(C(F)(F)F)N1,-0.1,-3,-2,2,0,0.7,-2,2,-8
Cc1cccc(C(=O)OCC(=O)NCC2COc3ccccc3O2)c1 (stereo not given),0.4,1,10,-1,0,x,x,11,1
COc1ccc(N2C(=O)CC(NNC(=O)c3ccc(Br)s3)C2=O)cc1 (stereo not given),0.0,5,7,0,0,0.0,1,12,5
CC1CCCCN1CCCNc1c(C=O)c(=O)[nH]c2ccccc12 (stereo not given),-0.1,x,x,x,0,-1.4,x,1,x
Cc1ccc(-c2ccc([C@H]3[C@H]4C=CC[C@@H](C)[C@@H]4C(=O)N3Cc3ccccc3)c(F)c2)cc1,0.0,-4,3,8,0,-1.4,3,12,6
CCOC(=O)/C(C(N)=NC(C)C)=C(\O)c1ccccc1,-0.1,2,-5,5,0,3.0,-1,0,18

# (cont.)
SMILES,Efflux pump mplx,GLD-1 RNA inh,PME-1 inh,BCLXL inh,GRK2 aptamer HTS,MEX-5 binding,Fam108B inh,VLA-4 inh,MCL1 BIM primary
Cc1ccccc1-c1nc(CN2CCC(C(=O)NCCN3CCOCC3)CC2)c(C)o1,-0.1,-8,-4,-1,0,3.2,0,1,-1
Cc1ccc(C(=O)NCC(=O)OC(C)C(=O)Nc2ccc(N(C)C)cc2)cc1C (stereo not given),0.0,5,-2,4,0,-0.8,-3,-3,-2
COc1ccc(C)cc1Nc1n[n+](-c2ccccc2)c(-c2cc([N+](=O)[O-])cc(OC)c2O)s1,-0.1,-14,-10,-26,0,4.6,-8,i,-41
CC(C)(C)CN1C(N)=NC[C@H]1Cc1ccc(O)cc1,0.5,-4,-2,15,0,0.5,5,0,2
O=C(COC(=O)Cc1cccc(F)c1)NCCc1ccccc1,-0.1,0,5,5,0,x,x,6,-2
COC(=O)N1CCN(c2ccc(C(C)=O)cc2)CC1,1.4,-2,3,-1,1,0.4,-3,6,4
CNC(=O)c1[nH]cnc1C(=O)N[C@@H](CC(C)C)C(=O)OCc1ccccc1,-0.1,10,2,-3,4,2.0,-4,21,3
O=C(CCn1c(=S)oc2ccccc21)N1CCCCC1,0.2,3,0,-11,3,2.3,-4,-11,-8
O=C(Nc1cccc2c1CCCC2)C1CCCN(S(=O)(=O)c2cccc3nonc23)C1 (stereo not given),-0.5,-3,1,6,0,-4.9,-2,1,19
COc1ccc(N2CCN(C(=O)C3CCN(S(=O)(=O)c4cccs4)CC3)CC2)cc1,0.1,-6,22,0,3,-1.2,0,1,-2
COc1cc2c(cc1OC)CN(C(=O)CC1CC3CCC1C3)CC2 (stereo not given),-0.1,8,-2,1,0,1.3,3,-11,-4
Cc1ccc(N2CCN(C(=O)CN3C(=O)c4ccccc4C3=O)CC2)cc1,0.1,2,-6,6,8,-1.6,2,18,2
Cc1onc(-c2ccccc2)c1C(=O)Nc1sccc1C#N,0.1,-59,-6,-48,0,11,-9,-8,-74
O=C(NNC1CC(=O)N(c2cccc(Cl)c2)C1=O)c1cccs1 (stereo not given),-0.5,-7,2,3,2,2.6,0,14,4
N#Cc1ccc(OCc2noc(-c3ccsc3)n2)cc1,-0.1,-3,1,4,0,-0.7,-2,1,-2
C#CC[N+](C)(C)CCCCCCCCC,-0.1,3,5,6,0,-0.6,-3,17,5
CCc1cc(=O)oc2cc(O[C@@H]3O[C@H](CO)[C@@H](O)[C@H](O)[C@H]3O)c(Cl)cc12,-0.1,2,-1,4,0,-2.5,2,1,-1
N#CCCS(=O)(=O)c1nnnn1-c1ccccc1,-0.1,0,5,3,2,x,-1,40,6
CCOC(=O)c1ccccc1NC(=O)COC,0.0,5,-2,4,0,-0.5,0,-2,4
Cc1ccc(Nc2nc(N)nc(CSc3nccn3C)n2)c(C)c1,0.0,4,1,6,3,1.6,4,9,10
CCOc1ccc(NC(=O)C2CC(=O)N(CC)C(=Nc3ccc4c(c3)OCO4)S2)cc1 (stereo not given),0.0,0,1,4,3,0.6,7,2,7
COc1ccc(-c2nnc(SCC(=O)NC3CC3)o2)cc1,0.2,-2,5,6,0,x,x,13,-5
